High-throughput results as filed in PubChem BioAssay.
GC-B act – GC-B (human) receptor activation | P20594 | HEK293-GC-B cells, CNP EC30, cGMP TR-FRET; 0% at EC30 CNP, 100% saturating CNP | activation, % at 10 µM | actives 0.11% (n = 370,000);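 active = activation at 10 µM reaching about 35% in either raw or pattern-adjusted values, limit read from the data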
FXN GAA850 act – activators of GAA850 frataxin (FXN) promoter | HEK293 lucGAA850 FXN promoter luciferase reporter, 24 h; percent of 10 µM SAHA response | activation, % at 6 µM | actives 0.56% (n = 360,000);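 active = activation above the average of all compounds screened plus 3 SD, cutoff fixed separately per campaign, cut at about 7.5% in these data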;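 note: 0% = DMSO wells and 100% = 10 µM SAHA wells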
DAX1 inh-1 – NR0B1 (DAX1) inhibition; actives 0.99% (n = 340,000); inhibition, % at 6.75 µM; P51843; HEK293 Gal4-DAX1 luciferase reporter, luminescence; AID 504766;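 active = inhibition above the mean over all tested compounds plus 3 SD, cut at about 4.2% in these data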;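 note: 0% = DAX1-transfected cells with DMSO and 100% = empty-vector control cells with DMSO; inhibition shows as a rise in luminescence from relieved DAX1 repression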
Target sequence (P51843 207-470 limits assumed): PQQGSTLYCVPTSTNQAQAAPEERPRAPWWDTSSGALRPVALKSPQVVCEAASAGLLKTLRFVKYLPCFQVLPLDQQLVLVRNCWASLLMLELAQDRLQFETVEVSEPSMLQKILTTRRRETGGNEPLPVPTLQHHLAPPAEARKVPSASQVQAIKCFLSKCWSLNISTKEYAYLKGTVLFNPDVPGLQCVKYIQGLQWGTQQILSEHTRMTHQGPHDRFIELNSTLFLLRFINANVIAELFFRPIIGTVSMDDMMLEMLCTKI
NPR1 activator – GC-A (human) enzyme activation; activation, % at 10 µM; P16066; HEK293 GC-A cells, cGMP TR-FRET, EC30 ANP; 0% at EC30 ANP, 100% saturating ANP; actives 0.14% (n = 370,000); in the data active = activation above about 40%
DAX1 inh-2 – blocks DAX1 repression of SF-1 activated StAR promoter | HEK293T StAR-luciferase reporter, SF-1/DAX-1 repression relief | inhibition, % at 6.8 µM | actives 1.1% (n = 370,000) | AID 652010;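 active = inhibition above the mean over all tested compounds plus 3 SD, cut at about 3.6% in these data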;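 note: 0% = DAX-1 cells with DMSO and 100% = cells lacking DAX-1 with DMSO; higher inhibition means more luminescence from relief of DAX-1 repression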
hgDAF-12 ag – activates the H. glycines DAF-12 receptor ligand-binding domain. HEK293 GAL4-hgDAF12 UAS-luciferase reporter, agonist luminescence; normalized to butyrate control. activation, % at 6.8 µM. actives 1.8% (n = 370,000);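 active = activation above a cutoff set at the mean of all screened compounds plus 3 SD, cut at about 10% in these data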;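 note: 0% = DMSO wells and 100% = sodium butyrate wells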
KLK7 zymogen act – proKLK7 (human) activation, primary screen; P49862; purified proKLK7, EDANS-DABCYL substrate fluorescence; 100% is mature enzyme control, 0% vehicle; activation, % at 7 µM; actives 0.9% (n = 370,000); AID 652039;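 active = activation above the mean of all tested compounds plus 3 SD, computed per campaign excluding outliers beyond control limits, cut at about 13% in these data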
Target sequence (P49862 whole entry, looked up): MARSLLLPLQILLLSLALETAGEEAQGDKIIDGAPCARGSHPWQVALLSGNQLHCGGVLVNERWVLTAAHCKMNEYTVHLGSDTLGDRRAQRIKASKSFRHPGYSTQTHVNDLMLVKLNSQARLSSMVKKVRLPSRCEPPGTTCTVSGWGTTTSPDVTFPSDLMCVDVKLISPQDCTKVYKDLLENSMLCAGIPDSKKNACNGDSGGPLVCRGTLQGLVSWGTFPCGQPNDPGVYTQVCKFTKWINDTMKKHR
SMARCA2 act – activators of SMARCA2 function | MG213 cells, MMTV-luciferase reporter, dexamethasone, overnight | activation, % at 9.1 µM | actives 1% (n = 370,000) | AID 652017; in the data active = activation above about 7.8%;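 note: 0% = vehicle wells and 100% = reference activator wells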
ssDAF12 agonist – activators of S. stercoralis DAF-12 nuclear receptor; activation, % at 6.8 µM; HEK293 ssDAF-12/GRIP1 lit1-tk-luc reporter, luminescence; % of 3 µM dafachronic acid response; AID 652126; actives 1% (n = 370,000);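 active = activation above the mean over all tested compounds plus 3 SD, cut at about 0.9% in these data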;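 note: 0% = DMSO-only wells and 100% = 3 µM delta7-dafachronic acid wells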
hcDAF-12 act – H. contortus DAF-12 activation, primary screen; HEK293 hcDAF-12 lit1-tk-luc reporter, luminescence; 0% DMSO, 100% Δ7-dafachronic acid; activation, % at 6.8 µM; actives 1.4% (n = 370,000); AID 652067;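 active = activation above the mean of all tested compounds plus 3 SD, cut at about 5.5% in these data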;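 note: 100% = response to 3 µM Δ7-dafachronic acid high control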
HGIII-sPLA2 inh – Blocks human group III sPLA2 activity; Q9NZ20; QFRET BODIPY PC-A2 liposome hydrolysis, fluorescence; inhibition, % at 12.2 µM; actives 0.56% (n = 370,000); AID 743126;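 active = inhibition above mean plus 3 SD of compounds lying within the high and low control bounds, cut at about 19% in these data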;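 note: 0% = median of test compound wells and 100% = no enzyme DMSO wells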
Target sequence (Q9NZ20 whole entry, looked up): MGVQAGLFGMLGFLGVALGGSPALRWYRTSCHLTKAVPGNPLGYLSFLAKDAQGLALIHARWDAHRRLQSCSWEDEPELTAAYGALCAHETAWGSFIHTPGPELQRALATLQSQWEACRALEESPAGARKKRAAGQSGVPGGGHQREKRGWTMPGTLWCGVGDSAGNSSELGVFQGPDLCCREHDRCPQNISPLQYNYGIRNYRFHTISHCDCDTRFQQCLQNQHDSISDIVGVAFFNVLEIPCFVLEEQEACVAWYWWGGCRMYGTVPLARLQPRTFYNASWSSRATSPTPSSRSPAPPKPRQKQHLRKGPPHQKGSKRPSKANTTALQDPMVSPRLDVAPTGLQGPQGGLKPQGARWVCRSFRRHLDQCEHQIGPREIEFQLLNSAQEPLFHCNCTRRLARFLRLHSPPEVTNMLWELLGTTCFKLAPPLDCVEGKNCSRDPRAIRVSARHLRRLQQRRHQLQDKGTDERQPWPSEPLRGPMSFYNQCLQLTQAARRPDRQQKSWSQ
* hit, by the source's call; . = not tested or not shown. This is a subset (hit frequency here may not be typical).

SMILES	GC-B act	FXN GAA850 act	DAX1 inh-1	NPR1 activator	DAX1 inh-2	hgDAF-12 ag	KLK7 zymogen act	SMARCA2 act	ssDAF12 agonist	hcDAF-12 act	HGIII-sPLA2 inh
COc1ccc(N2C(=O)/C(=C/c3ccc(C)o3)C(=O)NC2=S)cc1	0	1.9	0.6	6	0.3	-0.3	-0.5	-1	-0.6	2.2	-19
CC(=O)c1ccc2c(c1)C1C(Cl)C(Sc3ccccc3[N+](=O)[O-])CC1C(C(=O)O)N2 (configuration not stated)	-14	1.4	-0.1	-44	-0.7	0.8	-0.9	-4	-0.3	-0.8	-7
Cc1ccc2c(c1)[C@@H]1CN(C)CC[C@@H]1N2C(=O)Nc1cccc(C(F)(F)F)c1	-3	-3.8	0.1	-5	0.1	1.2	-0.1	1	-0.3	-0.6	-8
COc1cccc(CNCCc2ccccc2)c1OC	-7	3.5	-0.1	-18	0.3	1.6	0.0	1	-1.7	-3.0	0
CNC(C(=O)c1ccccc1)C(OC)c1ccccc1 (configuration not stated)	4	-1.5	1.3	1	0.2	-0.8	-0.2	-1	-1.1	-0.7	4
O=C(c1cc(S(=O)(=O)N2CCCCC2)ccc1F)N1CCC2(CC1)OCCO2	-6	1.9	0.0	6	-0.1	-0.4	0.7	8.1*	-1.8	-0.2	4
O=C(Cc1ccc(Cl)c(Cl)c1)NCC1(N2CCOCC2)CCCCC1	-4	2.7	3.1	-4	0.1	-0.2	-0.2	0	-1.4	1.9	-2
COC(=O)C12CCc3c(ccc4cc(OC)ccc34)C1=CC(=O)C2 (configuration not stated)	2	3.5	-0.8	-1	-2.1	0.1	93*	-2	-0.9	-0.6	6
CCOC(=O)c1cc2ccccc2n1C1CCN(Cc2ccccc2)CC1	0	.	.	0	0.0	3.0	0.2	1	-1.1	-2.2	-3
CSc1ccc(C(=O)C2CCCN(CCCn3cccn3)C2)cc1 (configuration not stated)	6	-1.0	1.0	-4	-0.5	0.0	0.1	1	-1.5	-1.1	-4
CCOC(=O)c1c(/N=C/c2c(O)n(-c3ccccc3F)c(=S)[nH]c2=O)sc2c1CCCC2	6	-0.4	0.9	0	-0.3	-2.7	-0.7	-5	-0.8	-0.6	7
CN1C(=O)C(=Cc2ccc(N3CCCCCC3)o2)C(=O)N(C)C1=S	-3	1.3	-0.6	4	0.4	-1.0	0.5	0	-0.8	0.3	0
CCCCC(=O)N/N=C/c1c(O)n(CC)c(=S)[nH]c1=O	-3	0.7	0.7	-1	0.3	5.5	-0.7	0	-1.3	-1.5	0
Cc1[nH]c2ccccc2c1C1=CCNCC1	2	-2.3	0.5	4	-0.9	2.5	0.3	-5	-1.2	0.8	-1
Cc1ccc(S(=O)(=O)NCC2CCC(C(=O)N3CCC4(CC3)OCCO4)CC2)cc1 (configuration not stated)	4	1.0	0.6	-2	-0.2	-1.1	0.5	1	-1.2	-0.5	-2
CC(=O)c1c(C)n(CC2CCCO2)c2ccc(O)cc12 (configuration not stated)	4	1.4	-0.2	3	-0.1	0.1	-0.2	-1	-1.7	0.1	4
C[N+]12CCC(CC1)C(=C(c1ccccc1)c1ccccc1)C2	-1	1.3	-0.3	3	-0.5	0.3	0.1	-2	-1.4	1.3	0
Cc1noc(C)c1C(=O)N1CCC2(CC1)OCCO2	13	-1.2	1.5	0	0.1	1.6	-0.8	-4	-1.5	-1.1	1
COc1ccc(-n2c(/C=C/c3ccc(O)cc3)nc3ccccc3c2=O)cc1	8	-0.1	-1.8	-5	-1.0	-0.6	-0.3	3	-0.9	-1.7	-32
Cc1[nH]c2ccccc2c1/C=N/O	4	2.5	0.4	-3	-0.4	2.5	-0.5	-3	-1.3	0.3	7
O=C(N/N=C/c1c(O)n(C2CC2)c(=S)[nH]c1=O)c1ccccc1Cl	-1	-0.1	0.5	3	0.6	2.7	-0.5	1	-1.0	2.5	1
Cc1ccc2c(c1)C1CN(C)CCC1N2C(=O)CCCN1C(=O)c2cccc3cccc(c23)C1=O (configuration not stated)	4	4.2	-1.8	1	0.7	0.8	-0.3	3	-2.0	-0.5	-11
COc1ccc(/C=C2/C(=O)NC(=O)N(C3CCCCC3)C2=O)cc1CSc1ccccn1	-3	.	.	-15	-0.4	2.8	-0.1	2	-1.3	-1.1	6
CCC(=NCc1ccco1)c1c(O)n(C)c(=O)n(C)c1=O	7	3.0	-0.3	8	-0.5	1.0	0.4	-5	-1.1	-2.3	20*
CN(C(=O)Cc1ccc(Cl)c(Cl)c1)C(CN1CCCC1)c1cccc(OCC(=O)O)c1 (configuration not stated)	3	1.8	-0.2	2	-0.1	1.2	0.6	-1	-1.7	-0.3	4
CC(C)(C)NC(=O)CN1C(=O)[C@@H](Cc2c[nH]c3ccccc23)N=C(c2ccccc2)c2ccccc21	-7	.	.	-1	-1.3	-0.9	-0.1	-3	-1.4	1.0	-86
C=Cn1ccnc1P(=S)(c1nccn1C=C)C1CCCCC1	3	-0.1	-1.5	-3	-0.8	1.0	-0.3	1	-1.3	0.6	1
Oc1ccccc1-[n+]1c(-c2ccccc2)cc(-c2ccccc2)cc1-c1ccccc1	-4	-3.1	0.7	-2	-0.9	2.1	0.0	0	-0.8	-0.8	6
N#CC12CNCC1CN=N2 (configuration not stated)	5	2.0	0.9	0	0.4	-0.8	-0.4	1	-1.1	-3.5	4
COC(=O)C1=C(c2ccc(F)cc2OCc2ccccc2)C[C@@H]2CC[C@H]1N2C(=O)NCc1ccc(C(C)(C)C)cc1	3	0.3	0.6	0	-0.8	0.2	-0.4	0	-1.4	-2.6	7
Cc1ccc(OCC(=O)N2CCN(C)CC2)c(Br)c1	4	3.9	1.9	6	0.0	7.2	0.3	2	-0.8	0.5	2
CCNc1nc2[nH]c(=O)c3c(c2s1)OC(N)=C(C#N)C3c1cccs1 (configuration not stated)	-2	0.2	0.2	-4	-1.2	0.9	-0.4	-1	-1.0	0.6	2
CCCCn1nnnc1C(C1CC1)N1CCC2(CC1)C(=O)NCN2c1ccccc1 (configuration not stated)	-15	.	.	-7	1.9	-3.8	0.3	-4	-1.7	-2.4	1
COc1ccc(N=Nc2c(O)[nH]c(=S)[nH]c2=O)cc1	-11	6.2	2.8	-10	3.9*	8.0	-0.1	5	-0.7	1.7	2
CC(C)(O)C1C2OC(=O)C1C1(O)CC3OC34C(=O)OC2C14C (configuration not stated)	-2	-2.1	-0.2	3	0.4	-2.1	0.4	0	-0.3	-1.1	3
Cc1[nH]c2ccccc2c1CN1CCCCC1	3	2.2	0.6	2	-1.6	-2.2	0.1	-6	-0.8	0.3	-19
O=C1NC(=O)C2(CCN(S(=O)(=O)c3ccccc3)CC2)C(=O)N1	0	-0.1	1.8	-2	0.8	-0.2	0.0	-4	-0.9	-1.1	8
CC(NCc1ccc(Cl)c(Cl)c1)C(O)c1ccccc1 (configuration not stated)	.	3.9	0.1	.	-0.6	3.5	-0.2	-3	-1.5	-3.0	12
Cc1cc(=O)[nH]c(CCl)n1	6	6.1	.	0	-0.2	2.2	0.0	-1	-0.9	1.1	-1
O=c1[nH]c2ccccc2n1C1CCN(C(c2cc3ccccc3o2)c2nnnn2-c2ccc3c(c2)OCCO3)CC1 (configuration not stated)	3	.	.	0	-1.0	-5.6	0.2	-4	-1.3	-0.5	-3
COc1ccc(C(=O)C(C)(C)NO)cc1	7	-0.1	-0.8	0	-0.3	-0.2	0.1	-1	-1.1	-0.3	14
CN1CCN(c2ccc([N+](=O)[O-])c(Sc3ccccn3)c2)CC1	1	-0.1	0.4	-4	-0.1	1.1	0.4	0	-1.7	0.0	0
CC(=O)N1CCN(CCN=Cc2c(O)n(-c3ccc(F)cc3)c(=S)[nH]c2=O)CC1	6	0.2	1.0	-2	0.7	-0.9	-0.7	-4	-1.0	-1.0	7
CCOC(=O)c1ccc(N2C(=O)CC(N3CC=C(c4ccc(F)cc4)CC3)C2=O)cc1 (configuration not stated)	3	0.7	-0.3	2	-0.4	0.0	-0.9	0	-0.3	-0.9	-6
CC(NC(=O)OC1CC2CCC1(C)C2(C)C)P(=O)(Oc1ccccc1)Oc1ccccc1 (configuration not stated)	-3	.	.	0	.	2.5	.	.	-0.1	-0.1	4
COC(=O)C1=C(c2ccccc2)C[C@@H]2CC[C@H]1N2C(=O)NCCCOC(C)C	1	-0.1	-0.1	0	0.2	1.9	-0.4	0	-1.2	-1.4	0
COc1ccc(OC)c(N2Cc3ccccc3C2=N)c1	0	0.3	-0.3	-5	-0.6	-1.4	-0.5	0	-1.0	-0.2	4
CN1C(=O)C(=Cc2ccccc2Oc2ccc(Cl)cc2)C(=O)N(C)C1=O	-9	-2.9	-0.2	-10	-0.2	-0.6	-1.4	0	-1.1	0.5	0
CN(C)Cc1c[nH]c2ccc([N+](=O)[O-])cc12	-1	0.1	-0.4	2	0.1	0.1	-0.2	-1	-0.1	-0.6	-7
O=C(C(=O)N1CCOCC1)c1cn(Cc2ccccc2F)c2ccccc12	-1	1.0	-1.1	-1	-1.8	0.8	-0.3	2	-1.3	-1.6	-6
COc1ccc(C2C(C(=O)N3CCC4(CC3)OCCO4)c3cc(OC)c(OC)cc3C(=O)N2C)cc1 (configuration not stated)	1	1.3	1.9	2	0.3	1.5	-0.5	-1	-0.9	-1.3	-2
O=C(NC(=S)N1C[C@H]2C[C@H](C1)c1cccc(=O)n1C2)c1ccc(Cl)cc1	13	0.1	2.2	2	-0.9	-2.5	-0.2	0	-1.5	-0.7	12
CCC1(CC)C(=N)N(C)C(=O)NC1=O	0	0.2	2.1	-1	0.5	6.1	-0.7	-2	-0.1	-0.7	5
Cc1nc2nc(C)c(CCC(=O)N3CCC4(CC3)OCCO4)c(C)n2n1	0	1.1	-0.5	5	0.6	-1.9	0.7	1	-1.0	0.3	8
COc1ccccc1NC(=O)c1cn(CCC#N)nc1-c1ccc(F)cc1	-1	1.9	-0.4	-2	-0.4	-1.1	0.0	-3	-1.6	-1.2	-4
Cc1cccn2c(=O)c3cc(C(=O)N4CCC5(CC4)OCCO5)n(C)c3nc12	-11	-4.1	0.4	4	0.2	-0.9	5.5	0	0.1	0.2	0
CCC(=O)c1ccc(OC(=O)N(C)c2ccccc2)cc1	3	2.2	.	2	0.2	-3.8	-0.1	-1	-1.1	-1.2	4
O=C1N(c2ccc(Cl)cc2)C(c2cccnc2)N2CCCN12 (configuration not stated)	-6	1.5	-0.2	-2	0.6	0.7	-0.3	2	-0.3	0.2	3
CN(Cc1ccccc1)Cc1ccccc1OC(=O)N(C)C	4	2.3	-1.5	-2	0.4	1.0	-0.7	1	-1.6	-1.1	13
